SR-BI HDL uptake = inhibitors of SR-BI mediated HDL lipid uptake, primary screen, ldlA[mSR-BI] cells, fluorescence, single point | inhibition, % at 12.5 µM | ldlA[mSR-BI] CHO cells, DiI-HDL uptake fluorescence, 3 h | Scavenger receptor class B member 1 (Mus musculus), Q61009 | 320,000 tested, 0.96% active;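 active = mean replicate inhibition of at least 70% and a set share of replicates each scoring 70 or more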;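 also: 0% = median of neutral control wells and 100% = median of positive control wells; values of inactives mirror those of a sister screen read the other way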
Target sequence (Q61009 whole entry, looked up): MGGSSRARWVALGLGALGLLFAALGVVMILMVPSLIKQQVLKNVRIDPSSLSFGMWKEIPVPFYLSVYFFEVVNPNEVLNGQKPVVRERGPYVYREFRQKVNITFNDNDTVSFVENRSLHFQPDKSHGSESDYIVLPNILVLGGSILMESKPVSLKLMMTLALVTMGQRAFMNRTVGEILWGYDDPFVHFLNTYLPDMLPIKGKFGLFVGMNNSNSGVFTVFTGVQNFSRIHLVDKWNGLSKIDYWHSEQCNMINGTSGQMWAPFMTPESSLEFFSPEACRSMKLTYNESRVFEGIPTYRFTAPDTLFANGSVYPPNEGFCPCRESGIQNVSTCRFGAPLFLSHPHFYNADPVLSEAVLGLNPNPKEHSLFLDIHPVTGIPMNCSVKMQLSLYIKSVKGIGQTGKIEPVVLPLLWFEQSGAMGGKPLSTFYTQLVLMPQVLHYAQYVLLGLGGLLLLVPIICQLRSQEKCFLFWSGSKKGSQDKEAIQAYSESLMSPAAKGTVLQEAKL
Rtt109 Vps75 = inhibitors of C. albicans Rtt109/Vps75 HAT, primary screen, biochemical, ThioGlo CoA-SH fluorescence, plate reader | inhibition, % at 34.9 µM | AID 540336, 2011 | purified Rtt109/Vps75, 4 h | 330,000 tested, 0.16% active;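 active = inhibition of at least 50% in every replicate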
Wnt bcat act = Wnt/beta-catenin pathway activators, primary screen, cell-based, plate reader, single point; Wnt/beta-catenin reporter cell assay, activator; activation, % at 9.35 µM; 300,000 tested, 1.2% active; AID 743398, 2014; in the data active = activation above about 30%, passing the limit was not always enough;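 also: 0% = neutral control wells and 100% = positive control wells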
HTR5A ag ctr = HTR5A agonists in luminescence cell assay, primary screen, counter-screen for OPRM1-OPRD1 heterodimer agonist project, full-deck HTS; 340,000 tested, 0.61% active; activation, % at 9.3 µM; cell-based; 5-hydroxytryptamine receptor 5A (Homo sapiens), P47898; in the data active = activation mostly above about 9.5%, no sharp cut-off; inactive = mostly below about 7.6%;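 also: 0% = cells with vehicle only and 100% = reference agonist; strong numbers were not always called active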
MITF act = activators of MITF-driven TRPM1 promoter reporter, primary screen, cell-based, SK-MEL-5, luciferase, single point. 300,000 tested, 0.75% active. SK-MEL-5 TRPM1-promoter luciferase, 24 h; % of positive control, neutral wells = 0. activation, % at 12.5 µM;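 active = mean activation of at least 80% with every replicate also reaching 80%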;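 also: 0% = neutral control wells and 100% = parthenolide positive control wells; values of inactives mirror those of a sister screen read the other way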
dFosB act = activators of delta FosB homodimer, primary screen, biochemical, fluorescence polarization, TAMRA-CDK5 oligo, single point; 340,000 tested, 0.99% active; activation, % at 25 µM; Protein FosB (Mus musculus), P13346; purified delta FosB; percent of positive-control signal above neutral wells;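 active = mean activation above about 17%, with every replicate also reaching it, limit read from the data, passing the limit was not always enough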;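 also: fluorescence polarization rise as delta FosB binds a TAMRA Cdk5 AP-1 oligo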
Target sequence (P13346 whole entry, looked up): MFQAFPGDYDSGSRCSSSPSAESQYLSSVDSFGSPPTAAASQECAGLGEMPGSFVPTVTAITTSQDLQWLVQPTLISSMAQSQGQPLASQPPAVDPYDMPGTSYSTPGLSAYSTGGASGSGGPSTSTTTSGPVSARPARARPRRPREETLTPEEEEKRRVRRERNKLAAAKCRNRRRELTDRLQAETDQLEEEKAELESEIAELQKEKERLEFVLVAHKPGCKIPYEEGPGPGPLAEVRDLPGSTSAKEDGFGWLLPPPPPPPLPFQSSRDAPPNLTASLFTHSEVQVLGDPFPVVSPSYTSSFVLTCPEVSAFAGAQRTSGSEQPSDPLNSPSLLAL
SR-BI DiI-HDL act = activators of SR-BI mediated DiI-HDL uptake, primary screen, ldlA[mSR-BI] CHO cells, DiI fluorescence; 3 h; 100 = double the neutral-control signal; activation, % at 12.5 µM; 320,000 tested, 0.096% active;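 active = mean replicate activation of at least 60% and every replicate at or above 60%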;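 also: 0% = median plate neutral-control signal and 100% = twice that signal; values of inactives mirror those of a sister screen read the other way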
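Test system: SR-BI-overexpressing, LDLR-lacking CHO cells. Measured by: DiI fluorescence, bottom read. Medium: Ham's F12 with 0.5% BSA, HEPES 25 mM, pH 7.4. Timing: 3 h uptake period with compound, 37 °C.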
cardiac RTF act = cardiac RTF calcium sensitivity activators, primary screen, biochemical, IANBD-TnC fluorescence, EC20 calcium | Troponin I, cardiac muscle (Homo sapiens) + Troponin T, cardiac muscle (Homo sapiens) + … | IANBD-labeled TnC RTF fluorescence at EC20 calcium; 0% EC20 calcium, 100% full calcium | activation, % at 7.2 µM | 340,000 tested, 0.24% active | AID 493008, 2010;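 active = activation above the mean over all tested compounds plus 3 SD, cut at about 30% in these data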;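 also: rise in fluorescence read as greater calcium sensitivity of cardiac thin filaments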
CDK5 p35 inh = inhibitors of human CDK5/p35 kinase, primary screen, biochemical, single concentration | Cyclin-dependent kinase 5 (Homo sapiens) + Cyclin-dependent kinase 5 activator 1 (Homo … | Recombinant CDK5/p35, ADP-Glo luminescence, 60 min | inhibition, % at 10 µM | 330,000 tested, 0.01% active | AID 488839, 2010;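 active = highest replicate inhibition of at least 50% and at least 75% of replicates reaching 50%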;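 also: plate controls were DMSO neutral control for no effect and GW8510 at 10 µM for full effect; many of its hits are not listed in these tables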
PvdQ inh = P. aeruginosa PvdQ acylase inhibitors, primary screen, biochemical, fluorescence, plate reader and imaging, single point; PvdQ acylase [Pseudomonas aeruginosa LESB58]; purified PvdQ acylase; inhibition, % at 10 µM; 340,000 tested, 0.063% active; AID 488965, 2010; in the data active = inhibition above about 30%, passing the limit was not always enough;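 also: 0% = vehicle neutral wells and 100% = reference inhibitor wells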
Active calls of the source: *; / = no result given.

SMILES	SR-BI HDL uptake	Rtt109 Vps75	Wnt bcat act	HTR5A ag ctr	MITF act	dFosB act	SR-BI DiI-HDL act	cardiac RTF act	CDK5 p35 inh	PvdQ inh
CCC(C)NC(=O)Cn1cnc([N+](=O)[O-])c1 (stereo unspecified)	-13	-1	0	5	5	1	13	0	0.7	1
O=C(NC(=S)Nc1ccc(CN2CCOCC2)cc1)c1ccc([N+](=O)[O-])cc1Cl	11	1	/	-1	3	-6	-11	-6	0.1	-10
CCC(c1nnc(SCc2nc3ccccc3s2)n1Cc1ccccc1)N(C)C (stereo unspecified)	7	3	/	1	12	-8	-7	2	-0.7	-12
COc1ccccc1CN1CCNC(=O)C1CC(=O)N(C)Cc1cnccn1 (stereo unspecified)	-12	0	0	0	-2	-4	12	-3	1.0	-4
Cc1occc1C(=O)Nc1ccc2c(c1)CCC2	3	2	27	0	47	0	-3	4	0.5	-1
CCOC(=O)C1=C(C)NC(=O)NC1c1cccs1 (stereo unspecified)	-5	-3	/	0	-3	-1	5	1	0.4	-7
COc1ccc(NC(=O)Cc2nnc(SCC(=O)Nc3nccs3)n2C)cc1	51	32	2	0	6	-5	-51	2	7.1	5
COc1ccc(CCn2c(=N)c(C(=O)NCc3ccco3)cc3c(=O)n4ccccc4nc32)cc1OC	/	-2	-2	2	9	-7	/	-1	-1.6	-10
Cc1ccc(N(C(=O)Cc2cccs2)C(C(=O)NCC2CCCO2)c2ccncc2)cc1 (stereo unspecified)	0	-2	-1	5	1	6	0	11	-2.4	-19
COc1ccc(N2CC(C(=O)Nc3ccc(S(=O)(=O)N4CCCC4)cc3)CC2=O)cc1 (stereo unspecified)	8	15	-1	6	7	-11	-8	1	2.8	6
COc1ccc(OC)c(CN(CCCN2CCOCC2)S(=O)(=O)c2ccc(NC(C)=O)cc2)c1	-44	5	/	7	-11	-3	44	0	-1.5	-2
O=C(CSc1ccc(-c2cccnc2)nn1)Nc1ccccc1C(F)(F)F	6	5	-1	4	6	3	-6	3	-1.7	-12
O=C(Nc1ccccc1F)c1ccc(S(=O)(=O)NCC2CCCO2)cc1 (stereo unspecified)	-12	2	/	2	-6	-2	12	6	1.4	-7
COc1ccc(CCN(C(=O)c2cccc(F)c2)C2CC(=O)N(c3ccc(OC)cc3)C2=O)cc1 (stereo unspecified)	17	0	/	-2	-6	-6	-17	2	0.2	3
COc1cccc(S(=O)(=O)NCC(=O)N2CCCC2)c1	-15	4	-1	-3	/	-6	15	-6	0.0	-7
Fc1cccc(Cl)c1-c1nnc2ccc(C(F)(F)F)cn12	-11	-1	-2	3	1	-10	11	9	-1.4	0
CN(C)c1ccc(C2CC(=O)NC3=C2C(=O)CC(C)(C)C3)cc1 (stereo unspecified)	-1	-1	0	-1	-3	-2	1	1	1.6	-6
COc1ccccc1CN1CC(C(=O)NCc2cccc(C)n2)CCC1=O (stereo unspecified)	-9	1	2	1	-5	2	9	-6	-0.4	-6
COc1ccc(C#Cc2c(-c3ccccc3)n(C)c3ccccc23)cc1	66	-2	-4	2	-18	2	-66	0	-1.2	-21
CCc1ccc(CN2CCC(n3nccc3NC(=O)C3CCCC3)CC2)cc1	1	6	0	-5	5	-4	-1	2	0.0	8
CCCn1c(C(C)Nc2nc(C)cs2)nc2cc(Cl)c(Cl)cc21 (stereo unspecified)	39	-3	-10	-1	4	2	-39	-2	-0.4	-14
CCCCC[n+]1ccn(C2=C([O-])c3ccccc3C(=O)/C2=N\S(=O)(=O)c2ccc(Cl)cc2)c1	/	0	-3	-4	/	-1	/	1	0.2	-12
O=S(=O)(Nc1ncccn1)c1ccc(NC(=S)NCCc2ccccc2)cc1	-1	-6	-1	5	-15	-4	1	-4	2.6	6
CCOC(=O)N1CCC(Nc2c(NCCCOC)c(=O)c2=O)CC1	-8	-2	/	1	5	-3	8	0	0.1	0
CC(CC(=O)Nc1cccc(Cl)c1)c1ccccc1 (stereo unspecified)	5	29	-8	1	-3	-13	-5	5	-0.6	0
CN(c1ccc(OCC(=O)Nc2cc(Cl)ccc2C(=O)O)cc1)S(=O)(=O)c1ccc(F)cc1	/	11	0	-8	-14	-3	/	-4	-1.4	-3
Cc1ccnc(NS(=O)(=O)c2ccc(NC(=O)c3snnc3C)cc2)n1	-13	-7	-1	2	2	0	13	-2	-0.6	-2
COc1cccc(CNC(=O)CN(c2ccc(C(C)C)cc2)S(=O)(=O)c2c(C)noc2C)c1	-4	12	-2	-1	-5	-4	4	2	2.9	10
O=S(=O)(c1ccccc1S(=O)(=O)N1CCCCC1)N1CCCCC1	14	-11	-2	3	-9	2	-14	8	1.0	-8
CC(=O)Nc1c2c(nn1-c1ccccc1C)CSC2	-10	1	0	0	8	2	10	-1	1.0	-16
O=C(c1ccc(S(=O)(=O)Nc2ccccc2F)cc1)N1CCCC1	-13	-5	-3	3	-7	-9	13	-4	-0.4	-6
C/C(=N\N=C(/N)SC1CC(=O)N(c2ccc(Br)cc2)C1=O)c1cccs1 (stereo unspecified)	49	-5	-3	1	-15	1	-49	-1	0.4	4
COc1ccccc1NC(=O)COC(=O)c1ccccc1SCC(=O)N1CCCC1	-1	-1	-1	-1	-12	2	1	-3	-0.5	24
CCc1ccccc1NC(=O)CSC1=C(C#N)C(c2ccc(O)c(OC)c2)C2=C(CCCC2=O)N1 (stereo unspecified)	11	3	/	1	-6	-8	-11	-4	-0.5	-14
CC(=O)NC12CC3CC(C1)CC(C(=O)N(C)CC(=O)Nc1ccccc1Cl)(C3)C2	-40	12	-1	5	1	-2	40	1	-0.3	5
Cc1cc(=O)[nH]c(SCC(=O)NC2CCCCC2)n1	/	2	-3	2	4	3	/	-2	-1.2	0
COc1cc(NC(=S)NN2CCOCC2)cc(OC)c1	-33	-9	/	0	1	-6	33	-1	-1.9	-13
COc1ccc(NC(=O)Nc2cccnc2)cc1	-14	2	16	0	32	-10	14	0	0.3	-16
Cc1nccc(-c2ccc3c(c2)OCO3)n1	1	-3	4	-2	-1	-7	-1	2	1.7	-6
CC(C)(C)c1ccc(S(=O)(=O)N2CCc3nc4ccccc4c(C(=O)O)c3C2)cc1	-6	-12	0	1	6	-10	6	0	-0.2	-12
Cc1ccc(C(=O)NNC(=O)c2ccc(-n3cncn3)c([N+](=O)[O-])c2)cc1	-10	/	1	4	2	-3	10	2	-0.3	-6
CCCC(=O)c1c(NC)cc(C)oc1=O	-39	-4	-5	-9	11	-11	39	-4	-0.3	-6
CCOC(=O)/C(C#N)=C(/C)c1ccc(OC)cc1	-6	3	/	-8	-2	1	6	1	0.0	18
CCN1CCN(c2ccc(S(=O)(=O)N3CCOCC3)cc2NC(=O)C2CCC(C(C)(C)C)CC2)CC1 (stereo unspecified)	-54	9	-5	2	/	1	54	6	-0.6	-17
Cc1cccc(NC(=S)N2CCCC(c3nc4ccccc4[nH]3)C2)c1 (stereo unspecified)	39	4	-3	-3	-11	-1	-39	3	1.2	9
COc1cccc(/C=N/n2c(SC)nnc2-c2ccccc2)c1OC	37	-7	/	6	0	-4	-37	1	-0.1	-22
COCCCn1c(C)cc(C(=O)COC(=O)C23CC4CC(CC(O)(C4)C2)C3)c1C	14	-11	8	3	21	-11	-14	-3	-0.3	-11
Cc1cc(C(=O)NNC(=O)Cc2ccc(Cl)c(Cl)c2)c(C)o1	-8	1	3	4	3	0	8	8	-0.3	-6

By substructure: the entries above with a COOH group (two)
SMILES	SR-BI HDL uptake	Rtt109 Vps75	Wnt bcat act	HTR5A ag ctr	MITF act	dFosB act	SR-BI DiI-HDL act	cardiac RTF act	CDK5 p35 inh	PvdQ inh
CN(c1ccc(OCC(=O)Nc2cc(Cl)ccc2C(=O)O)cc1)S(=O)(=O)c1ccc(F)cc1	/	11	0	-8	-14	-3	/	-4	-1.4	-3
CC(C)(C)c1ccc(S(=O)(=O)N2CCc3nc4ccccc4c(C(=O)O)c3C2)cc1	-6	-12	0	1	6	-10	6	0	-0.2	-12

Later entries.
SMILES	SR-BI HDL uptake	Rtt109 Vps75	Wnt bcat act	HTR5A ag ctr	MITF act	dFosB act	SR-BI DiI-HDL act	cardiac RTF act	CDK5 p35 inh	PvdQ inh
COC(=O)CN1C(=O)[C@H]2[C@@H](/C=C/c3ccccc3)N3C(=O)CN(Cc4ccc(-c5ccccc5)cc4)C(=O)[C@@]3(C)[C@H]2C1=O	-6	9	-9	6	7	-2	6	-27	-0.2	14
CCN(CC)CCNC(=O)c1cn(CC)c2ccc(S(=O)(=O)N3CCOCC3)cc2c1=O	-8	16	-1	0	3	-5	8	-1	/	2
c1ccc(-n2cnc3cc(NCc4ccncc4)ccc32)cc1	-40	1	/	3	/	-6	40	-2	0.0	-19
Cc1cc(C)c(C)c(S(=O)(=O)N2CCN(CC(=O)NC(=O)NCc3ccccc3)CC2)c1C	74*	-1	/	-2	10	-11	-74	3	1.3	-12
CC(C)NC(=S)N1CCN(c2ncccn2)CC1	-13	-2	0	-2	3	8	13	-7	1.6	4
O=C1OC(c2ccc(F)cc2)=C/C1=C\c1ccc(O)cc1	2	0	1	1	/	1	-2	-4	2.3	-1
COc1cc(/C=C/C(=O)OCC(=O)Nc2c(C)n(C)n(-c3ccccc3)c2=O)ccc1O	-1	1	0	0	-6	1	1	-3	-0.2	-5
Cc1ccc(OCCCn2c(=O)oc3ccccc32)cc1	5	6	3	4	7	-12	-5	6	-1.7	5
CCCCCOc1ccc(/C=c2\sc3nc(=O)c(-c4ccccc4)nn3c2=O)cc1OC	-15	/	0	-1	8	-7	15	4	-3.5	13
COc1c2occc2c(OC)c2c(=O)cc(C(F)(F)F)oc12	-3	-9	-5	0	-7	-4	3	-4	1.3	3
COCCCNC(=O)CN1C(=O)/C(=C/c2ccccc2C)Sc2ccccc21	32	-3	-3	6	-13	-4	-32	-2	0.8	-16
O=C1C2CCCCN2C(=O)N1CCCN1CCN(c2cccc(C(F)(F)F)c2)CC1 (stereo unspecified)	4	0	-1	-1	/	-5	-4	-6	0.0	2
CCOC(=O)C(C)c1nn(C)c(=O)c2ccccc12 (stereo unspecified)	-9	1	/	4	2	-9	9	4	-0.7	-14
CCc1ccc(N2CC(C(=O)Nc3nnc(CC)s3)CC2=O)cc1 (stereo unspecified)	-6	-1	/	3	-1	-6	6	8	1.8	-4
C[C@H](NC(=O)c1[nH]cnc1C(=O)Nc1ccccc1)c1ccccc1	8	-2	-6	8	5	-13	-8	-1	2.9	16
O=C(NCc1ccccc1)C1Nc2ccc(OC(F)(F)F)cc2C2C=CCC12 (stereo unspecified)	10	14	-5	5	-10	-1	-10	-16	1.2	1
CC(C)(C)OC(=O)N1CCCC1C(=O)O (stereo unspecified)	2	6	/	3	/	-3	-2	3	0.2	-13

High-throughput results (PubChem)
